From PubChem BioAssay
DRD3 antagonist – qHTS of D3 Dopamine Receptor Antagonist: qHTS; actives 2.5% (n = 360,000); D3R cells, DiscoveRx beta-arrestin luminescence, antagonist mode; hits give low values; max response, negative = inhibition, %; in the data active means max response below about -50%; inconclusive means no clear call, values can overlap the other calls; further: on the % scale 0 is the no-effect control and ±100 the full control effect; mostly tested at two doses, the higher about 12 µM
Target sequence (P35462 whole entry, looked up): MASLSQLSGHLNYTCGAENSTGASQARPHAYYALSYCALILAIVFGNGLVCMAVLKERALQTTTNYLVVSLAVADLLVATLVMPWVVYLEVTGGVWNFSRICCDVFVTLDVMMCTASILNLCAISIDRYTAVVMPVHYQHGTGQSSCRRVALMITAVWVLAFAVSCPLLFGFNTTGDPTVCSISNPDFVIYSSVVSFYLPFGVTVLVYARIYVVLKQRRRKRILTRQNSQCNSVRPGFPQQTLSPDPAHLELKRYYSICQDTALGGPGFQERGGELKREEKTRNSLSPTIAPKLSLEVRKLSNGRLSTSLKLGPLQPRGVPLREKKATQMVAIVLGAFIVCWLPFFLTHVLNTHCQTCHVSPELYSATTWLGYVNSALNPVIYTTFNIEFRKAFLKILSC
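Cells plated overnight at 1500 cells/well, then exposed to library compounds with dopamine controls for 90 minutes at 37 degrees C. DiscoveRx reagent added for 30–60 minutes at room temperature; luminescence read, quantitative HTS format.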
aSyn yeast inh – qHTS of alpha-syn Inhibitors; Yeast expressing alpha-synuclein, growth rescue, BacTiter-Glo, 24 h; Potency, µM (top dose mostly 46.1 µM), for the others: at the highest dose growth rescue (activation), actives largely listed as activators; actives 0.14% (n = 370,000); further: potency means the concentration at half of the fitted maximal effect; % of control where 0% means no effect; nearly all actives have a fitted effect of over 65% in size
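Screening used galactose-induced yeast with toxic alpha-synuclein levels, exposed to compound for 24 hr at 30 deg C. Cell growth, read with BacTiter-Glo luminescence, gave the measured signal.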
EPAC2 antagonist – qHTS for Antagonist of cAMP-regulated guanine nucleotide exchange factor 2 (EPAC2): primary screen; Rap guanine nucleotide exchange factor 4 (Homo sapiens), Q8WZA2; EPAC2 GEF exchange of Rap1B-BODIPY-GDP, fluorescence; Potency, µM (doses to about 114 µM), for the others: at the highest dose activity, negative = inhibition, actives largely listed as inhibitors; actives 0.18% (n = 360,000); further: potency means the concentration at half of the fitted maximal effect; on the % scale 0 is the no-effect control and ±100 the full control effect; nearly all actives have a fitted effect of over 45% in size; many of its hits are not listed in these tables
FUS suppressor – qHTS for Suppressors of FUS Proteinopathy: Primary screen using FUS-linked yeast assay; S. cerevisiae FUS-expressing, growth rescue, OD600, 24 h; Potency, µM (titrated, usually from 76.6 µM), for the others: at the top dose growth rescue (activation), usual class: activators; actives 0.24% (n = 390,000); AID 1347120, 2019;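 further: potency means the concentration at half of the fitted maximal effect; plate controls were DMSO vehicle for no effect and reference control for full effect; nearly all actives have a fitted effect of over 55% in size; some results filed as inactive show a strong effect at the top dose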
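Toxicity suppression screen in FUS-yeast. Cells induced with 2% galactose, starting OD 0.005, treated 24hr at 30C with compounds at multiple final concentrations; growth by OD600.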
EPAC2 agonist – qHTS for Agonist of cAMP-regulated guanine nucleotide exchange factor 4 (EPAC2): primary screen. actives 0.079% (n = 360,000). Potency, µM (series often up to 154 µM), without a hit: at the top dose activation, actives largely listed as activators. EPAC2 activation, biochemical qHTS; response scale: 100% = 6.5 mM cAMP response. Rap guanine nucleotide exchange factor 4 (Homo sapiens), Q8WZA2; further: potency means the concentration at half of the fitted maximal effect; nearly all actives have a fitted effect of over 50% in size
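Setup: EPAC2 100 nM, labeled Rap1B complex 250 nM, free GDP 50 uM. Compound titrations pinned in, brief spin, 5 min room temperature incubation. Kinetic fluorescence read over 30 min, normalized to 6.5 mM cAMP.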
D3 ag – qHTS of D3 Dopamine Receptor Agonist: qHTS. D3R DiscoveRx beta-arrestin cells, luminescence, 90 min. max activation, %. actives 0.58% (n = 410,000). AID 652048, 2013; in the data active means max activation above about 30%; further: 0% is about no effect; mostly tested at two doses, the higher about 12 µM
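Agonist mode: compounds and dopamine controls were applied to plated cells for 90 min at 37 degrees C after an overnight attachment at 1500 cells/well. Luminescent read-out followed 30 - 60 minutes at room temperature with DiscoveRx detection reagent.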
TDP43 rescue – qHTS of TDP-43 Inhibitors; TDP-43 expressing yeast growth rescue, BacTiter-Glo, 24 h; Potency, µM (highest dose often 46.1 µM), for inactives: at the highest dose growth rescue (activation), hits mostly activators; actives 1.8% (n = 410,000); further: potency means the concentration at half of the fitted maximal effect; % of control where 0% means no effect; nearly all actives have a fitted effect of over 50% in size
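Readout is BacTiter-Glo luminescence of cell growth, so inhibitors register as activators. TDP-43-expressing yeast at OD600=0.02 in galactose medium, after raffinose pregrowth to mid-log, were incubated with compound for 24 hr at 30 deg C.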
Abeta yeast res – qHTS for compounds that reverse cellular toxicity of Amyloid beta (A-beta) peptide in yeast: Primary Screen. Potency, µM (highest dose often 46.1 µM), inactives show at the top dose growth rescue, most hits filed as activators. actives 0.063% (n = 410,000). yeast expressing A-beta42, growth rescue, OD600, 48 h; response scale: 0% DMSO, 100% iron-clioquinol control; further: potency means the concentration at half of the fitted maximal effect; nearly all actives have a fitted effect of over 55% in size
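Yeast A-beta toxicity model in growth medium with pinned compounds, 48 h at 30 C; growth read as absorbance at 600 nm. Normalized to FeCl3/clioquinol equimolar mix (positive) and DMSO (negative).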
Active calls of the source: *; ? = inconclusive; . = not tested or not shown; [ ] = another dose, or the depositor's remark. Unless noted, the call rests on the fitted dose curve; in most records, active means well fitted curve in the direction sought with a large enough effect; inconclusive means small, poorly fitted or top-dose-only effect, or another doubt; inactive means no such curve, though single readings can be large; an effect the other way counts as inactive or inconclusive. This is a subset; rates above refer to the full screens.

mol | EPAC2 agonist | FUS suppressor | TDP43 rescue | aSyn yeast inh | EPAC2 antagonist | DRD3 antagonist | D3 ag | Abeta yeast res
CCCCCNCc1ccc(Br)cc1 | 11% | -2% | -5% | -1% | -1% | ? | -35 | -9%
O=C(NCCC1=CCCCC1)C1CCN(S(=O)(=O)N2CCCC2)CC1 | 7% | 0% | 17% | 3% | -2% | 17 | 2 | 2%
Cc1ccc(NC(=S)NCc2ccc3c(c2)cc(C)n3C)c(C)c1 | 1% | ? | 17% | ? | -1% | 1 | -1 | ?
O=c1c2cn(Cc3ccc(F)cc3)c3ccccc3c-2nn1Cc1ccc(F)cc1 | -5% | -22% | -11% | -6% | 2% | 12 | -4 | -6%
O=C(Nc1cc(F)ccc1F)C1CCN(C(=O)c2cnn(-c3ccccc3)c2-n2cccc2)CC1 | . | 37% | 0% | . | . | . | 9 | 1%
COc1ccc(-n2c(C)cc(/C=C3\C(=N)N4N=C(CC(=O)N5CCOCC5)SC4=NC3=O)c2C)cc1 | -3% | 41% | 19% | -2% | 12% | -5 | 0 | 6%
Cc1ccccc1OCCSc1nc2ccccc2n1CCC(=O)O | 11% | 6% | -6% | -3% | -5% | -17 | -4 | -9%
COC(=O)[C@]1(C)N[C@H](CN(C)S(=O)(=O)c2ccc(-c3ccccc3)cc2)[C@@H]2C(=O)N(C)C(=O)[C@@H]21 | -5% | 18% | -2% | 3.2µM* | -5% | 5 | 2 | -8%
O=C(N/N=C/c1coc2ccccc2c1=O)c1ccncc1 | 2% | -8% | ? | 1% | 18% | -23 | -16 | -19%
Cc1ccc(NS(=O)(=O)c2ccc(CCC(=O)N3CCCC3)cc2)cc1 | 8% | -6% | -4% | 2% | 26% | 4 | -6 | 1%
CN(C(=O)COC(=O)c1cc2ccccc2oc1=O)C1CCCCC1 | -1% | 19% | 1% | 2%[1.84 µM] | -7% | 13 | 2 | 12%
Cc1ccc(CCN2CC(C(=O)NCCCN3CCN(C)CC3)CC2=O)cc1 (stereo unspecified) | -6% | -17% | 22% | 6% | 13% | 16 | -1 | 1%
Cc1ccccc1C(C(=O)NC1CCCCC1)N(C(=O)CNC(=O)c1ccco1)c1cccnc1 (stereo unspecified) | -2% | 2% | -20% | -2% | 26% | -5 | -10 | -11%
COc1ccc(OCc2cc(C(=O)NCCN3CCCC(O)C3)no2)c(Cl)c1 (stereo unspecified) | 2% | 6% | 0% | -1% | -9% | 5 | 1 | 2%
Cc1ccc(S(=O)(=O)N(CC(=O)N2CCC(C)CC2)c2ccccc2)cc1 | 19% | 9% | 3%[9.22 µM] | 2% | -1% | -14 | 1 | 6%
CCCCNc1cc(C)nc(N2CCOCC2)n1 | -9% | -24% | 5% | -2% | 8% | 30 | 0 | 5%
CCN(CC)S(=O)(=O)c1ccc(/C=C/C(=O)OCC(=O)NCc2ccco2)cc1 | -17% | . | 11% | -3% | 1% | 8 | 3 | -8%
CCOC(=O)c1cc(-c2ccc(C#N)cc2)nc2c1c(C)nn2CCC#N | -24% | -33% | -2% | 11% | 3% | 1 | 2 | 11%
CCN=C1SC(C(=O)NCCc2ccccc2)CC(=O)N1CC (stereo unspecified) | -2% | 21% | -12% | 1% | -3% | 16 | 2 | -1%
CCCC(=O)Nc1ccc(Br)c(Cl)c1 | 3% | -12% | ? | -27% | 5% | -7 | -3 | 11%
CCCCCCN1CCN(C2CN(Cc3cn(Cc4ccc(C)cc4)nn3)S(=O)(=O)C2)CC1 (stereo unspecified) | -2% | -9% | 2% | -2% | 3% | -4 | -7 | -10%
COC(=O)C(C(=O)OC)C1CCCCC1NS(=O)(=O)c1ccc(C)cc1 (stereo unspecified) | 3% | 18% | 6% | 6% | -14% | 2 | -2 | 0%
CC1(C)c2ccccc2-n2c1cc1oc(=O)cc(O)c1c2=O | 8% | 22% | -60%[1.82 µM] | 8% | -1% | -16 | -5 | ?
Cc1ccc(C)c(NC(=O)Cn2nnc(C(=O)NCCc3ccccc3)c2N)c1 | . | -5% | 21% | . | . | . | -9 | -12%
Cc1ccc(NC(=O)C2(C)CCN2C(=O)CC(c2ccccc2)c2ccccc2)cc1 (stereo unspecified) | 18% | ? | -8% | -1% | -13% | -25 | 67* | -19%
COc1cc(Cn2c(=O)oc3ccc(C)cc32)ccc1OCCC(C)C | . | 35% | -3% | ? | . | . | 2 | -7%
CCN(c1ccccc1)S(=O)(=O)c1ccc(C(=O)Nc2nnc(COC)o2)cc1 | 5% | 8% | 16% | 13% | 4% | 37 | 11 | 6%
COc1ccc(CNC(=O)C(C)n2c(=O)cc(C)c3c(C)nn(-c4ccccc4)c32)cc1 (stereo unspecified) | . | -31% | 23% | . | . | . | 8 | 12%
Cc1cc(C)cc(N(CC(=O)NC2CCC(C)CC2)S(=O)(=O)c2c(C)[nH]c(=O)[nH]c2=O)c1 (stereo unspecified) | 1% | 28% | 18% | -5% | -11% | 13 | 3 | 2%
CCC(=O)Nc1ccc(NC(=O)CSc2nnnn2-c2ccc(OC)cc2)cc1 | 7% | 6% | 6% | 1% | -5% | 0 | 1 | -18%
Cc1nc([N+](=O)[O-])cn1CC(=O)c1ccc(OC(F)(F)F)cc1 | -8% | 8% | -39%[inhibitor] | 6% | 11% | 4 | -13 | 9%
CN(C)S(=O)(=O)c1ccc(S(=O)(=O)Nc2ccc3c(c2)oc2ccccc23)cc1 | 26% | 1% | -12% | 0% | -7% | 11 | 11 | 17%
COc1cc(/C=C2/SC(=S)N(CC(=O)O)C2=O)ccc1OC(=O)c1cccs1 | 12% | 6% | -7% | -8% | ? | -22 | -5 | 10%
COc1ccc(NC(=O)c2ncoc2-c2ccco2)cc1Cl | . | 32% | 8% | . | . | . | -5 | -16%
NC(=O)C[C@@H]1N[C@]2(C(=O)Nc3ccccc32)[C@@H]2C(=O)N(C3CCCCC3)C(=O)[C@H]12 | 5% | 8% | -9% | 1% | 7% | -3 | -10 | -1%
COc1cccc(C(=O)Nc2cc(C)nn2-c2ccccc2)c1OC | -1% | 6% | ? | 7% | 5% | 22 | 19 | -4%
CCOc1ccc(S(=O)(=O)NCCC(=O)NC2CCC(C)CC2)cc1 (stereo unspecified) | 2% | 13% | -20% | -2% | 13% | -5 | -19 | 11%
Cc1cccc(CSc2ccc3nnc(-c4cccs4)n3n2)c1 | 10% | -9% | 8% | 0% | -2%[57.1 µM] | 20 | 3 | -6%
Cc1c(C)c2ccc(O)c(CN3CCCC3)c2oc1=O | 0% | 18% | 15% | 3% | -1% | 0 | 1 | 4%
Cc1csc(SCc2c(C(=O)O)oc3ccccc23)n1 | -4% | 7% | 16% | 0% | 7% | ? | 3 | 4%
COc1ccc(OCC(=O)NS(=O)(=O)c2ccc(Cl)cc2)cc1 | 5% | 6% | 10% | 2% | -12% | -12 | 6 | 12%
Cc1ccc(OCc2nc(-c3ccc(C(=O)NCCc4ccc(Cl)cc4)cc3)oc2C)cc1 | . | -10% | 11% | . | . | . | -5 | -16%
NNC(=O)c1cc2ccccc2[nH]1 | 7% | 17% | . | -15% | 5% | -52* | -10 | 14%
COc1cc(S(=O)(=O)Nc2ccccc2C(=O)N2CCCCC2)ccc1NC(C)=O | 6% | -5% | 18% | 1% | 14% | 22 | 3 | -11%
CC(=O)NC(c1cccs1)c1cc(Cl)c2ccccc2c1O (stereo unspecified) | 12% | 10% | . | . | ? | . | . | -20%
COc1cc(C(=O)N2CCN(Cc3ccccc3C(F)(F)F)CC2)cc(OC)c1OC | -8% | . | 7% | 2% | -2% | -21 | 4 | -7%
CN(/N=C/c1ccc(C(C)(C)C)cc1)C1=NCCN1 | -1% | -4% | 0% | 2% | -2% | 16 | 0 | 0%
CCOC(=O)c1ccc(N2C(=O)Cc3cc(OCC)c(OCC)cc3C2c2ccccc2)cc1 (stereo unspecified) | . | ? | 19% | . | . | . | -15 | -3%
Cc1ccc(-c2nnn(CC(=O)NC3CCCc4ccccc43)n2)cc1 (stereo unspecified) | 5% | 33% | 1% | 1% | -9% | 11 | 4 | -5%
Cc1onc(-c2c(F)cccc2Cl)c1C(=O)Nc1nnc(-c2ccccc2)s1 | 1% | 20% | -10% | 0% | -23% | -11 | 0 | 2%
CCOC(=O)C1CCCN(C(=O)c2ccc(OC)cc2OC)CC1 (stereo unspecified) | 1% | 11% | 9% | -1% | 7% | -6 | -1 | -8%
O=S(=O)(c1ccccc1)c1nc(-c2ccco2)oc1N1CCOCC1 | -1% | 7% | 1% | -4% | -7% | 3 | -5 | -5%
CCOC(=O)C1CCN(c2nc3c(C)cccn3c(=O)c2/C=C(\C#N)S(=O)(=O)c2ccccc2)CC1 | 15% | 15% | 10% | 1% | 5% | 11 | 2 | 21%
Nc1ccccc1C(=O)NCc1ccco1 | 4% | -9% | -5% | -8% | 4% | -6 | -7 | 7%
CCOC(=O)c1csc(-c2ccc(OC)c(OC)c2)n1 | 7% | 8% | 7% | 11% | 7% | 11 | 2 | 5%
COc1ccc(NC(=O)c2ccco2)cc1NC(=O)COc1ccc(Cl)c(C)c1 | . | 3% | ? | . | . | . | 10 | -1%

Of the compounds above, 2 contain a CF3 group.
mol | EPAC2 agonist | FUS suppressor | TDP43 rescue | aSyn yeast inh | EPAC2 antagonist | DRD3 antagonist | D3 ag | Abeta yeast res
Cc1nc([N+](=O)[O-])cn1CC(=O)c1ccc(OC(F)(F)F)cc1 | -8% | 8% | -39%[inhibitor] | 6% | 11% | 4 | -13 | 9%
COc1cc(C(=O)N2CCN(Cc3ccccc3C(F)(F)F)CC2)cc(OC)c1OC | -8% | . | 7% | 2% | -2% | -21 | 4 | -7%
